PGK inhibitor: T. brucei PGK inhibition | P07378 | PGK/GAPDH coupled, Kinase-Glo luminescence, 60 min | Potency, µM (titrated, usually from 57.5 µM), for the others: at the highest dose activity change, negative = inhibition, hits mostly inhibitors | actives 0.043% (n = 380,000); also: potency is read from the fitted curve at half-maximal effect; % is scaled to controls: 0 for no effect and ±100 for the full control effect; nearly all actives have a fitted effect of over 60% in size
Target sequence (P07378 whole entry, looked up): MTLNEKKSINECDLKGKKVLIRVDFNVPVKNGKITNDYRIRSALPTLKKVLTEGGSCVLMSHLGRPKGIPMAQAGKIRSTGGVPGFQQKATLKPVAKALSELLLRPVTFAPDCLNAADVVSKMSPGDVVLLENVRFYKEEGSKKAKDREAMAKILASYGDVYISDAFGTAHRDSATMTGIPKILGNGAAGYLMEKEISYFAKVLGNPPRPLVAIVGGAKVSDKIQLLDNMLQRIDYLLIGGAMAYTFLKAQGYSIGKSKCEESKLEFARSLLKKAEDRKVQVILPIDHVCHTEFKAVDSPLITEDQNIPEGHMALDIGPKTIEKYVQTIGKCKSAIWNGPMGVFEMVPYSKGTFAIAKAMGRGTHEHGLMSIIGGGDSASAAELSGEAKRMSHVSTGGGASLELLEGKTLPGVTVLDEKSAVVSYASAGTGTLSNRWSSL
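Recombinant glycosomal PGK reaction used 1,3-bisphosphoglycerate generated in-well by GAPDH (100nM final) in 100mM TEA pH 7.6, 5mM MgCl2, 0.01% Tween-20. After 60 minutes at room temperature, ATP was read by Kinase-Glo Plus luminescence end-point.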
JMJD2A Tudor inh: JMJD2A Tudor domain (human) inhibition. O75164. AlphaScreen JMJD2A-Tudor / H3K4me3 peptide binding. Potency, µM (titrated, usually from 114 µM), for inactives: top-dose activity change, negative = inhibition, usual class: inhibitors. actives 4.4% (n = 390,000); also: potency is read from the fitted curve at half-maximal effect; % is scaled to controls: 0 for no effect and ±100 for the full control effect; nearly all actives have a fitted effect of over 50% in size
PI4K2A block: inhibitors of human PI4K2A; actives 0.13% (n = 420,000); purified PI4K2A, ADP-Glo luminescence, 1 h; active compounds read low; activity change, negative = inhibition, % at 76.9 µM; Q9BTU6; in the data active = activity change below about -50%; inconclusive = mostly about -30% to -49%;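 also: -100% = wells without enzyme as full effect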
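PI4K2A activity was measured by ADP-Glo luminescence: enzyme (4 ug/mL stock) and phosphatidylinositol (1.2 mM stock) in Tris pH 7.5/MgCl2/EGTA/Triton X-100 buffer were reacted with ATP (300 microM stock) for one hour at ambient temperature.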
HP1b chromo inh: HP1-beta chromodomain-methylated histone interaction inhibition. AlphaScreen HP1-beta / biotin-H3K9me3 peptide binding. Potency, µM (series often up to 114 µM), without a hit: at the highest dose activity change, negative = inhibition, most hits filed as inhibitors. actives 0.56% (n = 390,000). AID 540317. P83916; also: potency is read from the fitted curve at half-maximal effect; nearly all actives have a fitted effect of over 70% in size; inactives centre near 23
Target sequence (P83916 whole entry, looked up): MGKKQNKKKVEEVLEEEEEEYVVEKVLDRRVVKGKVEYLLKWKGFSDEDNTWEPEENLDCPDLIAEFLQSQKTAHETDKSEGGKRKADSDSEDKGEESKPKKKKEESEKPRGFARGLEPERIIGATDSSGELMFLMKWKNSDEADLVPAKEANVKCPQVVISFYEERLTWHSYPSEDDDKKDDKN
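HP1-beta protein (50 nM final) preincubated 30 min at room temperature with biotinylated H3(1-18)K9me3 peptide (50 nM) in PBS pH 7.4, 0.01% Tween-20, then compound added for 30 min. AlphaScreen streptavidin donor/nickel chelate acceptor beads (10 ug/mL final), 30 min dark, luminescence read.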
BAZ2B block: BAZ2B (human) inhibition; AlphaScreen BAZ2B-H3K14Ac peptide displacement; Potency, µM (doses to about 114 µM), for inactives: top-dose activity change, negative = inhibition, actives largely listed as inhibitors; actives 4.4% (n = 360,000); AID 504333; also: potency is read from the fitted curve at half-maximal effect; % is scaled to controls: 0 for no effect and ±100 for the full control effect; nearly all actives have a fitted effect of over 60% in size
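BAZ2B (50 nM) with biotin-H3(5-23)K14Ac peptide (50 nM) in PBS pH 7.4, 0.01% Tween-20, preformed 30 min, then compound 30 min at room temperature; top concentration 110uM. AlphaScreen streptavidin donor/nickel chelate acceptor beads (10 ug/mL final), 20 min dark, signal read.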
Pin1 inhibitor: human Pin1 inhibition; AID 504891; actives 0.009% (n = 390,000); Potency, µM (top dose mostly 115 µM), for inactives: at the top dose activity, negative = inhibition, most hits filed as inhibitors; Pin1 FP peptide displacement, HiFluor488, 10 min; Q13526; active = well fitted inhibition curve with a large enough effect in the polarisation, with a control signal flat, not every such curve was filed as active; inconclusive = small, poorly fitted or top-dose-only effect, or effect the other way, or a change in a side signal; inactive = no such curve, though single readings can be large or run the other way; the % refers to the polarisation; also: potency is read from the fitted curve at half-maximal effect; % is scaled to controls: 0 for no effect and ±100 for the full control effect
POLH inh: inhibitors of human DNA polymerase eta | Q9Y253 | actives 1.2% (n = 390,000) | Potency, µM (highest dose often 114 µM), for the others: top-dose activity change, negative = inhibition, most hits filed as inhibitors | AID 588591 | recombinant Pol eta, fluorescent DNA replication assay; also: potency is read from the fitted curve at half-maximal effect; % is scaled to controls: 0 for no effect and ±100 for the full control effect
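Pol eta at 10 nM preincubated with compounds 15 min at room temperature; reaction started with fluorescent substrate (50 nM final) and read kinetically at 0 and 10 min.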
GLS inhibitor: glutaminase GLS (human) inhibition; GLS enzymatic activity, qHTS titration; Potency, µM (highest dose often 45.5 µM), inactives show at the highest dose activity change, negative = inhibition, most hits filed as inhibitors; actives 0.21% (n = 410,000); also: potency is read from the fitted curve at half-maximal effect; % is scaled to controls: 0 for no effect and ±100 for the full control effect
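Assay buffer: 45 mM KH2PO4 pH 8.2, 0.02% Tween-20. hKGA acts on L-glutamine (1 mM solution added); product glutamate is reported by an oxidase/peroxidase Amplex Red coupling, with fluorescence taken at baseline and 30 min.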
G9a block: G9a (human) methyltransferase inhibition; AID 504332; Potency, µM (doses to about 102 µM), for the others: top-dose activity, negative = inhibition, hits mostly inhibitors; Q96KQ7; actives 8.8% (n = 350,000); G9a H3K9 monomethylation, AlphaScreen, 2 h; also: potency is read from the fitted curve at half-maximal effect; % is scaled to controls: 0 for no effect and ±100 for the full control effect; nearly all actives have a fitted effect of over 75% in size
Target sequence (Q96KQ7 913-1193 limits assumed): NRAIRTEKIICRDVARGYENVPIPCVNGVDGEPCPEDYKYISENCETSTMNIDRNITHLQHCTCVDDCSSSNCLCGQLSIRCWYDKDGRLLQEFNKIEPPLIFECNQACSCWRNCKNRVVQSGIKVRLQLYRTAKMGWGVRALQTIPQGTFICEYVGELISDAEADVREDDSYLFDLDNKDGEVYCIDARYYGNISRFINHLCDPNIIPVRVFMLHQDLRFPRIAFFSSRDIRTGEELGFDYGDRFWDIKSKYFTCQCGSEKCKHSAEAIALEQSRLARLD
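Chemiluminescent proximity detection of H3K9 monomethylation, read after 10 min bead incubation in the dark. Reaction: 20 nM G9a, 500 nM biotin-H3K9 peptide, 20 uM SAM cofactor, 2 h, room temperature, following 15 min enzyme-compound preincubation.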
An asterisk follows results filed as active; i = inactive; ? = inconclusive; . = not tested or not shown; [ ] = another dose, or the depositor's remark. Unless noted, calls follow the shape of the dose curve; as a rule, active = well fitted curve in the direction sought with a large enough effect; inconclusive = small, poorly fitted or top-dose-only effect, or another doubt; inactive = no such curve, though single readings can be large; an effect the other way counts as inactive or inconclusive.

The first twelve entries, to show the layout:
compound	JMJD2A Tudor inh	HP1b chromo inh	POLH inh	GLS inhibitor	BAZ2B block	PGK inhibitor	Pin1 inhibitor	G9a block	PI4K2A block
O=C(O)CSc1cc(NS(=O)(=O)c2ccc(Br)cc2)c2ccccc2c1O	20µM*	14µM*	35µM*	?	35µM*	-8%	?	1.8µM*	?
O=C(O)c1ccc([N+](=O)[O-])nc1	.	.	-5%	7%	.	5%	.	.	-2
Cc1cc(C)n2cc(CSc3nc4cc(Cl)ccc4o3)nc2n1	-20%	28%	-1%	0%	-9%	-5%	-4%	19%[59 µM]	1
CCCCN1C2=NC(c3ccccc3)CN2c2ccccc21 (centres undefined)	-12%	29%	-19%	-13%	.	i	-11%	.	0
Cc1c(NC(=O)c2cc3ccccc3o2)c(=O)n(-c2ccccc2)n1C	-7%	17%	2%	4%	16%	3%	0%	-44%[59 µM]	-11
CC(C)(C)n1nnnc1C(c1cccnc1)N1CCN(c2ccccn2)CC1 (centres undefined)	-2%	61%[activator]	-8%	-4%	-24%	i	-3%	-1%	-3
CSc1ncccc1C(=O)OCC(=O)NC(C)CCc1ccccc1 (centres undefined)	-5%	49%[activator]	-11%	1%	.	-2%	-10%	.	1
COc1ccc(C2=NOC(C)(c3nnc(-c4ccc(Cl)cc4)o3)C2)cc1 (centres undefined)	3%	53%[activator]	-3%	9%	.	-4%	-11%	.	-1
CC(=O)Nc1ccc(C(=O)NCCCSc2ccccc2)cc1	10%	53%[activator]	-8%	6%	.	-2%	0%	.	1
COc1ccc(NC(=O)C2=CC(c3ccc(C)cc3)=NS(=O)(=O)N2C)cc1OC	?	-10%	-28%	-6%	?	-9%	0%	?	5
CCc1c(C)[nH]n(-c2ccc(Oc3ccccc3)c(S(=O)(=O)O)c2)c1=O	56µM*	4%	11µM*	28%	.	-19%	?	?	?
COCCNC(=O)CSc1nc2cc3c(cc2c(=O)n1CCCCCC(=O)NCc1ccc(OC)cc1)OCO3	-9%	46%[activator]	-8%	8%	2%	-9%	0%	8%[59 µM]	2

The whole of this part, from the start:
compound	JMJD2A Tudor inh	HP1b chromo inh	POLH inh	GLS inhibitor	BAZ2B block	PGK inhibitor	Pin1 inhibitor	G9a block	PI4K2A block
O=C(O)CSc1cc(NS(=O)(=O)c2ccc(Br)cc2)c2ccccc2c1O	20µM*	14µM*	35µM*	?	35µM*	-8%	?	1.8µM*	?
O=C(O)c1ccc([N+](=O)[O-])nc1	.	.	-5%	7%	.	5%	.	.	-2
Cc1cc(C)n2cc(CSc3nc4cc(Cl)ccc4o3)nc2n1	-20%	28%	-1%	0%	-9%	-5%	-4%	19%[59 µM]	1
CCCCN1C2=NC(c3ccccc3)CN2c2ccccc21 (centres undefined)	-12%	29%	-19%	-13%	.	i	-11%	.	0
Cc1c(NC(=O)c2cc3ccccc3o2)c(=O)n(-c2ccccc2)n1C	-7%	17%	2%	4%	16%	3%	0%	-44%[59 µM]	-11
CC(C)(C)n1nnnc1C(c1cccnc1)N1CCN(c2ccccn2)CC1 (centres undefined)	-2%	61%[activator]	-8%	-4%	-24%	i	-3%	-1%	-3
CSc1ncccc1C(=O)OCC(=O)NC(C)CCc1ccccc1 (centres undefined)	-5%	49%[activator]	-11%	1%	.	-2%	-10%	.	1
COc1ccc(C2=NOC(C)(c3nnc(-c4ccc(Cl)cc4)o3)C2)cc1 (centres undefined)	3%	53%[activator]	-3%	9%	.	-4%	-11%	.	-1
CC(=O)Nc1ccc(C(=O)NCCCSc2ccccc2)cc1	10%	53%[activator]	-8%	6%	.	-2%	0%	.	1
COc1ccc(NC(=O)C2=CC(c3ccc(C)cc3)=NS(=O)(=O)N2C)cc1OC	?	-10%	-28%	-6%	?	-9%	0%	?	5
CCc1c(C)[nH]n(-c2ccc(Oc3ccccc3)c(S(=O)(=O)O)c2)c1=O	56µM*	4%	11µM*	28%	.	-19%	?	?	?
COCCNC(=O)CSc1nc2cc3c(cc2c(=O)n1CCCCCC(=O)NCc1ccc(OC)cc1)OCO3	-9%	46%[activator]	-8%	8%	2%	-9%	0%	8%[59 µM]	2
O=C(O)CNC(=S)N(Cc1ccccc1Cl)C1CCCC1	-5%	61%[activator]	-13%	0%	5%	5%	-1%	-42%	-2
COc1ccc(-n2c(=O)[nH]cc(C(=O)N3CCc4ccccc43)c2=O)cc1	-16%	26%	-10%	-19%	0%	-4%	0%	16%[59 µM]	5
Cc1cc(NS(=O)(=O)c2ccc(NC(=O)CCc3ccccc3)cc2)no1	7%	40%[activator]	-5%	-5%	-5%	i	-27%	-47%	-3
O=C(CN1C(=O)c2ccccc2S1(=O)=O)N1CCCCC1	-6%	-1%	-1%	0%	0%	i	-3%	24%	-5
CC(SCc1ccccc1)C(=O)NN=C1CCN(C)CC1 (centres undefined)	-8%	-1%	1%	13%	-20%	-10%	-3%	-12%[59 µM]	-1
COc1cccc(NC(=O)C2CC2)c1	0%	36%	-7%	-25%	-8%	-2%	7%	13%[2.33 µM]	6
Cc1c(C)n(Cc2ccc(Cl)cc2)c2ccc(C(=O)N3CCN(c4ccccc4F)CC3)cc12	?	-20%	1%	-14%	-37%	-2%	26%	?	3
CSc1ccc(/C=N/n2nnnc2N)cc1	-8%	19%	-6%	-1%	-4%	-1%	-1%	-7%[59 µM]	2
CCOc1ccc(CCNC(=O)c2cc3c(=O)n(CC)c4ccccc4c3s2)cc1OCC	-5%	20%	1%	1%	-14%	-8%	0%	-4%[59 µM]	5
COc1cc(Cl)c(C)cc1NC(=O)c1c(C)oc2nc(C)nc(N3CCCC3)c12	-26%	52%	-17%	1%	-25%[57.1 µM]	-10%	2%	?	2
Cc1cc(C)cc(NC(=O)CN2C(=O)COc3ccc(S(=O)(=O)N4CCCC4)cc32)c1	-3%	7%[57 µM]	-15%	-8%	-9%	-2%	5%	-12%	9
COC(=O)CSc1nnc(C)n1-c1cccc(C#N)c1	-11%	11%	-8%	1%	7%	2%	1%	-37%[12.7 µM]	6
Cc1ccccc1-c1ccc2c(c1)O[C@@H](CN(C)Cc1ccc(C(=O)O)cc1)[C@@H](C)CN([C@H](C)CO)S2(=O)=O	.	.	-7%	-6%	.	i	.	.	-5
Cc1cccc(-c2noc(CN(C(=O)c3c(-c4ccccc4Cl)noc3C)C(C)C)n2)c1	-8%	65%[activator]	-24%	-9%	9%	-8%	4%	1%	0
O=C(CCCc1nc(-c2ccc(Cl)cc2)no1)NC1CCCC1	-7%	16%	-21%	7%	-5%	-6%	-7%	.	-2
Oc1ccc(/C=N/n2c(-c3ccccc3)n[nH]c2=S)cc1Br	8.9µM*	9%	-17%	-8%	-34%	-8%	3%	0.89µM*	2
COc1ccc(NC(=S)NCC(O)c2ccccc2)c(OC)c1 (centres undefined)	-24%	17%	-8%	21%	-7%	i	-5%	11%[59 µM]	0
CCOC(=O)COc1cc(N2C(=O)CSCC2=O)c(Cl)cc1Cl	-15%	15%	-13%	18%	-28%	-1%	1%	-26%	3
Clc1ccccc1-c1nnc2sc(-c3cccs3)nn12	-21%	-14%	7%	-19%	6%	8%	11%	35µM*	-2
Cc1ccc(N(CC(=O)NCC2CCCO2)S(=O)(=O)c2ccccc2)c(C)c1 (centres undefined)	-2%	32%	9%	0%	4%	-5%	-2%	27%	-3
Cc1cc[n+](CCC(=O)O)c2ccccc12	?	20%	19%	-9%	?	-17%	-20%	?	-2
CC(C)c1ccc(S(=O)(=O)N2CCN(C(=O)C3CCN(C(=O)c4ccc(F)cc4)CC3)CC2)cc1	-18%	5%[57 µM]	-13%	3%	-16%	5%	-3%	?	2
CC1=NC(C)(C)CC2CCC(O)C12 (centres undefined)	1%	25%	-5%	-4%	.	-1%	-4%	.	2
COC(=O)c1ccc(/C=N/NC(=O)c2ccccc2Cl)cc1	-8%	5%	-10%	3%	11%	0%	6%	-7%[59 µM]	-1
Cn1nccc1C(=O)N1CCCC(Nc2ccc(F)cc2)C1 (centres undefined)	-9%	25%	2%	19%	-7%	4%	4%	6%	-4
CCCC(O)(CCN(C)C)c1ccc(OC)cc1 (centres undefined)	-8%[11.4 µM]	51%[activator]	-20%	3%	8%	1%	-3%	19%[12.7 µM]	1
CCNc1ccc(S(=O)(=O)N(C)C)cc1NCC(=O)Nc1ccccc1F	-22%	10%	-16%	?	-34%	-2%	0%	?	0
CN1CCCC(OC(=O)COc2ccccc2)C1 (centres undefined)	-5%	11%	4%	12%	-4%	-3%	-2%	50µM*	4

High-throughput results deposited in PubChem by National Center for Advancing Translational Sciences (NCATS).

Some of the compounds tested; the hit share may differ from the screen's.
